Assay outcomes: PubChem, National Center for Advancing Translational Sciences (NCATS)
G9a inh = inhibitors of human histone lysine methyltransferase G9a. Q96KQ7. Potency, µM (titrated, usually from 102 µM), without a hit: at the highest dose activity, negative = inhibition, hits mostly inhibitors. G9a H3K9 monomethylation, AlphaScreen, 2 h. 350,000 tested, 8.8% active; also: potency is read from the fitted curve at half-maximal effect; % is scaled to controls: 0 for no effect and ±100 for the full control effect; nearly all actives have a fitted effect of over 75% in size
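Methyltransferase reactions run at room temperature for 2 h (20 nM enzyme, 500 nM biotin-H3K9 peptide, 20 uM SAM) after a 15 min compound preincubation; product detected by AlphaScreen beads and anti-H3K9me1 antibody.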
ERG-DNA inh = inhibitors of human ERG Ets domain-DNA interaction | P11308 | fluorescence polarization, His-ERG Ets domain / labelled DNA | Potency, µM (titrated, usually from 76.9 µM), for the others: top-dose FP activity, negative = inhibition, hits mostly inhibitors | 370,000 tested, 0.028% active | AID 624246; active = well fitted inhibition curve with a large enough effect in the polarisation, with a control signal flat; inconclusive = small, poorly fitted or top-dose-only effect, or effect the other way, or a change in a side signal; inactive = no such curve, though single readings can be large or run the other way; the % refers to the polarisation;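 also: polarization taken with two DNA probes labelled with fluorescein and Texas red; potency is read from the fitted curve at half-maximal effect; % of control where 0% means no effect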
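His-tagged ERG Ets domain (1 uM in the protein solution; 300mM KCl, 50mM Tris-HCl, 1mM EDTA, 1mM DTT, pH 7.5) received compound, then a probe mix of 5 nM fluorescein-DNA and 100nM Texas-615-DNA. Fluorescence polarization was read for both dyes.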
GLS inh = blocks human kidney-isoform glutaminase activity | O94925 | GLS enzymatic activity, qHTS titration | Potency, µM (doses to about 45.5 µM), inactives show at the top dose activity change, negative = inhibition, most hits filed as inhibitors | 410,000 tested, 0.21% active; also: potency is read from the fitted curve at half-maximal effect; % is scaled to controls: 0 for no effect and ±100 for the full control effect
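Glutamate formation by hKGA was monitored fluorometrically using coupled glutamate oxidase, HRP and Amplex Red. Substrate was added as 1 mM L-glutamine solution; incubation was 30 min at RT after an initial read.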
PI4K2A inh = blocks human PI4K2A kinase activity | Q9BTU6 | purified PI4K2A, ADP-Glo luminescence, 1 h; active compounds read low | activity change, negative = inhibition, % at 76.9 µM | 420,000 tested, 0.13% active; in the data active = activity change below about -50%; inconclusive = mostly about -30% to -49%;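 also: -100% = wells without enzyme as full effect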
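ADP-Glo luminescence measured ADP generated by PI4K2A enzyme (4 ug/mL before mixing) with 1.2 mM PI substrate (pre-mix) and 300 microM ATP (pre-mix). Tris pH7.5 buffer with MgCl2, Triton X-100; 1 h reaction at ambient temperature.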
Tb PGK inh = inhibitors of T. brucei phosphoglycerate kinase | P07378 | Potency, µM (highest dose often 57.5 µM), without a hit: top-dose activity change, negative = inhibition, hits mostly inhibitors | PGK/GAPDH coupled, Kinase-Glo luminescence, 60 min | 380,000 tested, 0.043% active; also: potency is read from the fitted curve at half-maximal effect; % is scaled to controls: 0 for no effect and ±100 for the full control effect; nearly all actives have a fitted effect of over 60% in size
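Luminescent ATP detection (Kinase-Glo Plus) follows a 60-minute room-temperature incubation, with wells lacking PGK as controls. Buffer: 100 mM TEA (pH 7.6), 5 mM MgCl2, 0.01% Tween-20. Coupling enzyme GAPDH (100 nM final) supplies unstable 1,3-BPG in-well.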
HP1b chromo inh = HP1-beta chromodomain-methylated histone interaction inhibition; 390,000 tested, 0.56% active; Potency, µM (titrated, usually from 114 µM), for the others: top-dose activity change, negative = inhibition, most hits filed as inhibitors; P83916; AID 540317; AlphaScreen HP1-beta / biotin-H3K9me3 peptide binding; also: potency is read from the fitted curve at half-maximal effect; nearly all actives have a fitted effect of over 70% in size; inactives centre near 23
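Compound inhibition of the preformed complex between 50 nM HP1-beta and 50 nM biotinylated H3K9me3 peptide was read by AlphaScreen. Buffer was PBS pH 7.4 with 0.01% Tween-20. Incubations ran 30 min at room temperature, with 10 ug/mL donor/acceptor beads.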
BAZ2B inh = BAZ2B (human) inhibition | 360,000 tested, 4.4% active | AlphaScreen BAZ2B-H3K14Ac peptide displacement | Potency, µM (top dose mostly 114 µM), for the others: at the top dose activity change, negative = inhibition, most hits filed as inhibitors; also: potency is read from the fitted curve at half-maximal effect; % is scaled to controls: 0 for no effect and ±100 for the full control effect; nearly all actives have a fitted effect of over 60% in size
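Multi-concentration screen (max 110 uM) measuring displacement of acetylated histone H3 peptide from BAZ2B by AlphaScreen, using 50 nM protein, 50 nM peptide and 10 ug/mL streptavidin donor plus Ni-chelate acceptor beads.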
JMJD2A Tudor = JMJD2A Tudor domain (human) inhibition. AlphaScreen JMJD2A-Tudor / H3K4me3 peptide binding. O75164. Potency, µM (doses to about 114 µM), inactives show at the highest dose activity change, negative = inhibition, actives largely listed as inhibitors. 390,000 tested, 4.4% active; also: potency is read from the fitted curve at half-maximal effect; % is scaled to controls: 0 for no effect and ±100 for the full control effect; nearly all actives have a fitted effect of over 50% in size
Pin1 inh = human Pin1 inhibition; Q13526; Pin1 FP peptide displacement, HiFluor488, 10 min; Potency, µM (top dose mostly 115 µM), for inactives: at the highest dose activity, negative = inhibition, most hits filed as inhibitors; 390,000 tested, 0.009% active; active = well fitted inhibition curve with a large enough effect in the polarisation, with a control signal flat, not every such curve was filed as active; inconclusive = small, poorly fitted or top-dose-only effect, or effect the other way, or a change in a side signal; inactive = no such curve, though single readings can be large or run the other way; the % refers to the polarisation; also: potency is read from the fitted curve at half-maximal effect; % is scaled to controls: 0 for no effect and ±100 for the full control effect
* marks the source's active call; other numbers are inactive results; i = inactive; u = inconclusive; x = not tested or not shown; & = joins results of further samples; [ ] = dose if it differs, or a comment. Unless noted, calls follow the shape of the dose curve; as a rule, active = well fitted curve in the direction sought with a large enough effect; inconclusive = small, poorly fitted or top-dose-only effect, or another doubt; inactive = no such curve, though single readings can be large; an effect the other way counts as inactive or inconclusive. Outcome played no part in choosing rows. Share with any hit: about 11%.

cpd	smiles	G9a inh	ERG-DNA inh	GLS inh	PI4K2A inh	Tb PGK inh	HP1b chromo inh	BAZ2B inh	JMJD2A Tudor	Pin1 inh
1	CC1Cc2ccccc2N1C(=O)COC(=O)c1ccc(S(=O)(=O)N(C)C)cc1 (stereo unspecified)	-31%	-6%	0%	1	-4%	12%	2%	-18%	6%
2	CCN(CC(=O)Nc1c(F)cccc1F)C(=O)CCNS(=O)(=O)c1ccccc1C(F)(F)F	22%[0.501 µM]	-11%	5%	3	-5%	8%	8%	-19%	-2%
3	C=CCOc1c(/C=N\NC(N)=O)cccc1OC	x	-18%	0%	-1	-7%	45%[activator]	-12%	-5%	-3%
4	Cc1noc(C)c1C(=O)N(CC(C)C)c1nc2ccccc2s1	18%	-6%	-5%	3	-4%	24%	5%	-3%	-3%
5	Cc1ccc(-c2noc(CSc3nnc(C)n3-c3ccc(F)cc3)n2)cc1	-1%[59 µM]	0%	8%	-12	i	38%	-14%	-13%	-3%
6	Cc1cc(-c2cc(N)n(-c3ccccc3)n2)c(C)n1C1CCCC1	-14%	x	-2%	1	i	-10%	-4%	-24%	12%
7	COCc1cc(Sc2cccc(Cl)c2Cl)nc(-c2ccccc2)n1	11%[59 µM]	-3%	-9%	-2	1%	234%	50%[activator]	115%[activator]	1%
8	COc1ccc(Cc2nnc(SCC(=O)Nc3c(C)cccc3C)[nH]c2=O)cc1	-1%	-5%	8%	-3	4%	19%	10%	-3%	7%
9	CC(C)(C)c1ccc(S(=O)(=O)n2c(CN3CCOCC3)nc3ccccc32)cc1	11%[12.7 µM]	4%	7%	4	-3%	17%	2%	-19%	-13%
10	CCc1ccc(NC(=O)Cn2cnc3nc4c(cc3c2=O)CCCC4)cc1	14%[59 µM]	0%	-15%	-4	9%	30%[57 µM]	14%	u	7%
11	CCN1C(=O)[C@H]2[C@H]3CN=C(SCC4CC4)N3[C@@](Cc3ccccc3)(C(=O)OC)[C@H]2C1=O	x	-1%	0%	0	-6%	9%	x	89µM*	-5%
12	CSc1ccc(CNC(=O)C2Cc3cc(S(=O)(=O)N4CCCCC4)ccc3N2C(C)=O)cc1 (stereo unspecified)	u	3%	-15%	2	i	51%[activator]	-14%	1%	10%
13	O=C(Cc1c(F)cccc1Cl)OCC(=O)N1CCN(c2ccccc2)CC1	x	-6%	16%	1	6%	22%	x	-17%	-13%
14	CCN(CC(=O)NCc1ccc(F)cc1)C(=O)C1CCN(C(=O)Nc2ccccc2)CC1	-2%[12.7 µM]	3%	-1%	2	4%	8%	-10%	-10%	0%
15	COc1ccccc1CCn1c(N)c(C#N)c2nc3ccccc3nc21	-17%[12.7 µM]	-1%	-4%	4	-2%	61%[activator]	4%	5%	20%
16	Cc1cccc(OCCC(=O)OC(C)C(=O)Nc2ccc(Cl)cn2)c1 (stereo unspecified)	39%	-2%	-4%	2	2%	79%[activator]	48%[activator]	u	20%
17	CCC(C)(C)NC(=S)Nc1ccc(-c2nc3ccc(C)cc3s2)cc1	25%[59 µM]	4%	-12%	-12	i	1%	-8%	2%	26%
18	COc1ccc(NC(=O)CC2C(=O)N(Cc3ccco3)C(=S)N2C(C)C)cc1 (stereo unspecified)	u	17%	-2%	-1	-6%	49%[activator]	-25%	-16%	1%
19	CC(C)N(Cc1nc(-c2ccccc2)no1)C(=O)C(C)(C)C	-3%[59 µM]	-2%	6%	-1	-9%	28%	2%	-14%	0%
20	O=C(CN1CCC(C(=O)c2ccc(F)cc2)CC1)Nc1ccccc1	u	-2%	1%	4	1%	29%	-3%	-11%	1%
21	O=S(=O)(NC1=NCCCCC1)c1ccc(Cl)cc1	2%	-6%	0%	-3	4%	16%	x	-12%	1%
22	NC(=O)NC(=O)COC(=O)c1ccc2noc(-c3ccccc3)c2c1	-7%	22%	-13%	0	-9%	31%	-1%	-5%	24%
23	CCCCN(C(=O)C1COc2ccccc2O1)c1c(N)n(CCC)c(=O)[nH]c1=O (stereo unspecified)	x	-5%	-1%	-5	-2%	21%	x	-32%	-1%
24	CNC(=O)OCN1C(=O)C2CC=CCC2C1=O (stereo unspecified)	x	5%	-7%	6	i	35%	x	-3%	-13%
25	CCCOC(=O)c1cccc(NC(=O)c2cccnc2)c1	22%[59 µM]	-1%	12%	4	1%	14%	6%	-15%	5%
26	Cc1ccccc1-n1c(-c2csc(C)c2C)n[nH]c1=S	1µM*	0%	u	-7	5%	22%	-9%	50µM*	4%
27	O=C1c2ccccc2C(=O)N1CSc1nnc(Nc2ccccc2F)s1	10µM*	3%	22%	4	2%	19%	-14%	-16%	2%
28	COc1cc2c(cc1OC)C(Cc1ccc(O)cc1)NCC2 (stereo unspecified)	-22%	-1%	7%	-4	i	38%	-1%	-10%	-2%
29	Cc1cc(C)cc(NC(=O)C2CCN(S(=O)(=O)c3cn(C)cn3)CC2)c1	-1%[12.7 µM]	1%	-1%	-3	-4%	27%	-9%	0%	-4%
30	CN(C)S(=O)(=O)N1CCc2ccc(NC(=O)c3ccccc3Cl)cc2C1	-2%	2%	14%	-2	i	32%	10%	-12%	-7%
31	Cc1ccc(NC(=O)Nc2csc3c2CCCC3)c(C)c1	3%[59 µM]	0%	-11%	1	-3%	31%	3%	-13%	7%
32	CC12CC3(C)CC(C)(C1)CC(C(N)=O)(C2)C3	20%[12.7 µM]	-11%	-7%	-6	-9%	44%[activator]	-7%	-6%	-5%
33	CCOc1cc(C(=O)Nc2ccc(-c3nc4cc(Cl)ccc4o3)cc2)cc(OCC)c1OCC	7%[59 µM]	4%	-2%	-6	x	23%	2%	1%	-2%
34	Cc1nc2ccc(S(=O)(=O)N(CC(=O)Nc3ccc(Cl)cc3)Cc3ccccc3)cc2s1	-1%[59 µM]	-1%	0%	1	-12%	-12%	-7%	-17%	17%
35	CCCCNC(=O)CN1CCN(c2ccc(NC(=O)c3ccc(OC)cc3)cc2C(=O)O)CC1	-4%[59 µM]	0%	11%	-2	-6%	16%	-3%	u	2%
36	COc1ccc(C(=O)NNC(=O)CSc2nnc(C(C)C)n2C)cc1	u	-1%	-5%	3	i	12%	3%	-6%	-2%
37	COc1ccc(CCNC(=O)c2cc(S(=O)(=O)N(C)C)ccc2N2CCCC2)cc1	23%	13%	160%[activator]	-7	2%	13%	6%	-19%	-11%
38	Cc1cc(NC(=O)CSc2ccc3c(c2)OCCO3)no1	5%[12.7 µM]	1%	-10%	-2	-2%	34%[activator]	7%	-12%	8%
39	Cc1cccc(NC(=O)/C(=C\c2cccs2)NC(=O)c2ccccc2)c1	-43%[12.7 µM]	-3%	3%	-9	9%	21%	6%	-10%	-4%
40	Cc1cc(C)nc(SCc2ccc(Cl)cc2)n1	84%[activator]	1%	-2%	0	-4%	101%[activator]	39%	65%[activator]	6%
41	Cc1ccnc(NC(=O)CSc2ccccn2)c1	x	10%	-7%	-5	i	41%[activator]	5%	1%	0%
42	C=CCNC(=O)c1ccc(N(Cc2ccc(Cl)cc2)S(C)(=O)=O)cc1	2%[0.501 µM]	2%	9%	3	5%	49%[activator]	-1%	-3%	3%
43	Cc1cccc(NC(=O)Nc2cccs2)c1C	1µM*	-1%	1%	-2	x	8%	-4%	-15%	3%
44	COc1ccccc1C(=O)Nc1nc2cc3c(cc2s1)OCCO3	u	-3%	-4%	-4	-8%	43%[activator]	-1%	0%	5%
45	O=C(COC(=O)c1ccco1)NCC1CCCCC1	u	-3%	-4%	1	-4%	-9%	9%	-13%	-5%
46	OCC1CCCN(c2nc(CN3CCCCC3)nc3scc(-c4ccccc4)c23)C1 (stereo unspecified)	26%[59 µM]	-17%	-4%	2	-4%	27%	-8%	-23%	9%
47	COC(=O)c1ccc(C)c(NS(=O)(=O)c2ccc(OC)c(OC)c2)c1	6%[59 µM]	8%	4%	-8	-5%	18%	5%	-7%[57.1 µM]	u
48	COc1ccc(OC)c(S(=O)(=O)N2Cc3ccccc3CC2C(=O)Nc2ccc(Cl)cc2)c1 (stereo unspecified)	-1%[59 µM]	3%	6%	-1	x	15%	-11%	-15%	9%
49	Cc1ccc(CCNC(=O)CN(c2ccc(C)cc2)S(=O)(=O)c2c(C)noc2C)cc1	28%	8%&-2%	5%&5%	2&-3	4%&-1%	-3%&26%	-16%	-29%&-9%	1%&3%
50	CCOc1nc(NC(=O)NS(=O)(=O)c2ccccc2F)nc(-c2ccccc2)n1	4%	-14%	-11%	0	i	-2%	x	-2%	0%
51	O=C(OCC1OC(n2cc(Br)c(=O)[nH]c2=O)C(Br)C1O)c1ccccc1 (stereo unspecified)	-12%	8%	4%	0	7%	37%	8%	2%	7%
52	CC(Sc1n[nH]c(-c2cccs2)n1)C(=O)Nc1ccccc1F (stereo unspecified)	-20%[59 µM]	6%	-2%	-3	-8%	43%[activator]	10%	-20%	-3%
53	CCN1CCN(Cc2ccc(NC(=O)c3cc(NC(=O)c4cc5cccc(OC)c5o4)cc(OC)c3)cc2C(F)(F)F)CC1	u	18%	2%&-3%	-6&0	1%	8%	u	u	24%
54	COc1cc(OC)cc(C(=O)Nc2ncc3c(n2)CC(C)(C)CC3=O)c1	19%	-4%	1%	3	-11%	8%	13%	-4%	-2%
